Screening data (PubChem BioAssay)
TcdB inh: TcdB glycohydrolase inhibitors, primary screen, biochemical, single point, plate reader. TcdB glycohydrolase enzymatic assay. inhibition, % at 9.99 µM. Toxin B (Clostridioides difficile), P18177. 350,000 tested, 0.24% active. AID 652162, 2013; in the data active = inhibition above about 10%
VHR inh abs: VHR1 phosphatase inhibitors, primary screen, biochemical, absorbance, uHTS | Dual specificity protein phosphatase 3 (Homo sapiens), P51452 | recombinant VHR phosphatase, pNPP absorbance | inhibition, % at 13.3 µM | 290,000 tested, 0.52% active | AID 1654, 2009; in the data active = inhibition above about 50%; note: some compounds called inactive have numbers as strong as hits
Vc quorum ag: inducers of Vibrio cholerae quorum light production without autoinducers, primary screen, BH1578 luxS cqsA deficient, single point; V. cholerae BH1578 lux reporter, luminescence, 6 h; activation, % at 18.7 µM; 350,000 tested, 0.16% active; AID 588436, 2011; in the data active = activation mostly above about 9.7%, no sharp cut-off; note: not every result past the cut was called active; inactives centre near 0; reference of the scale not given here
Rv3671c protease: Rv3671c serine protease inhibitors, primary screen, biochemical, fluorescence polarization, M. tuberculosis H37Rv | P9WHR9 | inhibition, % at 5.96 µM | 320,000 tested, 0.048% active; in the data active = inhibition above about 38%;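 note: extracellular domain of Rv3671c used as enzyme; 0% = enzyme with DMSO and 100% = no enzyme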
PrPC surface inh: inhibitors of human cell surface prion protein PrPC, primary screen, cell-based, TR-FRET | Major prion protein (Homo sapiens), P04156 | TR-FRET read-out | inhibition, % at 13.8 µM | 370,000 tested, 0.43% active | AID 720596, 2013; in the data active = inhibition above about 24%; note: 0% = median of the test wells and 100% = reference compound wells
MazEF act: activators of E. coli MazEF toxin-antitoxin RNase, primary screen, biochemical, fluorescence, uHTS; AID 504720, 2011; FAM/BHQ RNA-DNA oligo cleavage fluorescence, 5 h; activation, % at 20 µM; 350,000 tested, 0.32% active; in the data active = activation above about 50%
Y pestis TopoI: Yersinia pestis topoisomerase I inhibitors, primary screen, biochemical, cleavage product accumulation, plate reader, single point; activity, % at 10 µM; Y. pestis Topo-I cleavage product accumulation; 360,000 tested, 0.064% active; DNA topoisomerase I (Yersinia pestis CO92); in the data active = activity above about 50%, passing the limit was not always enough; note: inactives centre near 2
SSB-PriA inh: inhibitors of Klebsiella pneumoniae PriA binding to SSB C-terminal tail, primary screen, biochemical, AlphaScreen; AlphaScreen SSBct-PriA binding, biotinylated peptide; 430,000 tested, 0.6% active; inhibition, % at 33 µM; PriA–SSB C-terminal tail interaction (Klebsiella pneumoniae); AID 1272365, 2023; in the data active = inhibition mostly above about 37%, no sharp cut-off; inactive = mostly below about 20%;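 note: plate controls were negative control peptide for no effect and reference peptide for full effect; strong numbers were not always called active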
CCHF vOTU inh: CCHFV vOTU protease inhibitors, primary screen, biochemical, Pep-AMC substrate, fluorescence; inhibition, % at 11.5 µM; AID 651958, 2012; Crimean-Congo hemorrhagic fever virus L polyprotein viral ovarian tumor (vOTU) protease …; 370,000 tested, 0.55% active; in the data active = inhibition above about 30%; note: 0% = vehicle wells with enzyme and 100% = no enzyme wells
3CLpro inhibitor: SARS-CoV 3CLpro protease inhibitors, primary screen, biochemical, quenched FRET; Replicase polyprotein 1ab (Severe acute respiratory syndrome coronavirus), P0C6X7; recombinant SARS-CoV 3CLpro, quenched FRET peptide cleavage; inhibition, % at 6 µM; 290,000 tested, 0.14% active; in the data active = inhibition above about 12%
An asterisk follows results filed as active; i = inactive; · = no result given; & = joins results of further samples.

SMILES	TcdB inh	VHR inh abs	Vc quorum ag	Rv3671c protease	PrPC surface inh	MazEF act	Y pestis TopoI	SSB-PriA inh	CCHF vOTU inh	3CLpro inhibitor
Cc1cc([N+](=O)[O-])ccc1N=Nc1c(N)[nH]n(-c2ccccc2)c1=O	0.4	10	-0.4	-1	-8	2	-14	-4	-5	0
COc1ccc(C(C(=O)NC2CCCCC2)N(C(=O)c2ccco2)c2ccccc2C(C)=O)cc1 (stereo unspecified)	1.0	-5	i	14	-5	-3	11	-1	3	8
CCc1cccc(CC)c1N(COC)C(=O)Cn1cnc2ccccc21	-1.7	5	0.0	5	7	-7	2	-4	-3	0
NC(=O)CN(C/C=C/c1ccccc1)C/C=C/c1ccccc1	1.5	13	-0.3	-3	-7	-2	18	-12	10	1
Cc1ccc(S(=O)(=O)N2[C@@H](c3ccc4c(c3)OCO4)C(C(=O)O)=C[C@H]2C(C)(C)C)cc1	2.7	·	-2.0	3	-6	4	4	4	7	·
COc1ccc(-c2nnc(SC(C)C(=O)Nc3ccc4c(c3)OCCO4)o2)cc1 (stereo unspecified)	·	10	-0.3	-5	12	5	3	1	-14	-3
Cc1csc2c(C#N)c(=O)c3c(n12)CCC3	·	21	i	-2	19	0	3	-3	7	-1
COC(=O)c1cc2c(C(F)(F)F)nn(C)c2s1	1.3	19	i	2	-1	2	1	-20	8	1
CC(CNC(=O)CCC(=O)N1CCOc2ccccc21)c1ccccc1 (stereo unspecified)	0.5	9	-1.2	10	-4	8	12	-11	-4	-3
N=c1n(CCN2CCOCC2)c2ccccc2n1CC(=O)c1ccc(Cl)c(Cl)c1	·	-3	-0.7	5	-4	-2	18	3	-3	0
O=C(NNc1nc(-c2ccccc2)cs1)c1ccc(F)cc1	-0.5	20	2.2	9	-2	2	9	-10	-10	0
Cn1c(SCc2ccc(C(C)(C)C)cc2)nnc1C1COc2ccccc2O1 (stereo unspecified)	2.0	14	-0.4	-4	4	-18	28	-8	15	8
COc1ccc(/C=C2\CCCC(C(=O)C(F)(F)F)=C2O)cc1	·	35	14	2	-10	475*	8	-8	14	-4
Cc1sc2ncnc(N3CCCCC3C)c2c1C (stereo unspecified)	·	36	3.7	-3	5	3	10	-18	-5	-7
CC(C)c1ccc(NC(=O)c2ccc3c(c2)C(=O)N(Cc2cccnc2)C3=O)cc1	2.6	8	i	-4	-1	2	12	0	16	4
Cn1c(N)c(S(=O)(=O)N2CCCC2)c(=O)n(C)c1=O	-0.5	41	i	3	6	4	-2	-4	-6	-2
COc1ccc(C(=O)C2CCN(C(=S)Nc3ccc(F)cc3)CC2)cc1	1.6	14	i	-16	-10	-9	-1	-6	11	-2
COc1ccccc1NC(=O)C(C)OC(=O)C1CC(=O)N(c2ccc3c(c2)OCCO3)C1 (stereo unspecified)	-0.2	5	-0.4	8	-2	10	8	0	-2	-1
COCCNC(=O)CCC(=O)NNc1nc2ccccc2c2nc(C)nn12	1.1	10	-0.5	-7	6	-1	-8	-3	-3	1
O=S(=O)(NCc1csc(-c2cccnc2)n1)c1cccs1	1.6	1	-0.4	0	3	-7	1	-16&2	5	1
COC(=O)CCCC1=CC2=CC(=O)C(C)(OC(=O)c3cccs3)C(=O)C2=CN1CCc1ccccn1 (stereo unspecified)	-1.5	7	i	-12	-17	1	3	2	16	·
CCOC(=O)c1ccc(N2C(=O)CC(SCC(N)C(=O)OCC)C2=O)cc1 (stereo unspecified)	·	-19	-0.6	-10	7	5	4	-13	-12	-5
Cc1cc(C)nc(NS(=O)(=O)c2ccc(NC(=O)CCC3COc4ccccc4O3)cc2)n1 (stereo unspecified)	·	-6	-0.4	-1	4	-8	-5	2	8	0
CC(=O)c1ccc(NC(=O)C2CC(=O)N(Cc3ccccc3)C2)cc1 (stereo unspecified)	·	10	-0.2	3	-2	8	0	4	-12	2

Reformatted with values under each structure: entries from further up
Values run as follows: TcdB inh	VHR inh abs	Vc quorum ag	Rv3671c protease	PrPC surface inh	MazEF act	Y pestis TopoI	SSB-PriA inh	CCHF vOTU inh	3CLpro inhibitor
> COc1ccc(C(=O)C2CCN(C(=S)Nc3ccc(F)cc3)CC2)cc1
 : 1.6	14	i	-16	-10	-9	-1	-6	11	-2
> COc1ccccc1NC(=O)C(C)OC(=O)C1CC(=O)N(c2ccc3c(c2)OCCO3)C1 (stereo unspecified)
 : -0.2	5	-0.4	8	-2	10	8	0	-2	-1
> COCCNC(=O)CCC(=O)NNc1nc2ccccc2c2nc(C)nn12
 : 1.1	10	-0.5	-7	6	-1	-8	-3	-3	1
> O=S(=O)(NCc1csc(-c2cccnc2)n1)c1cccs1
 : 1.6	1	-0.4	0	3	-7	1	-16&2	5	1
> COC(=O)CCCC1=CC2=CC(=O)C(C)(OC(=O)c3cccs3)C(=O)C2=CN1CCc1ccccn1 (stereo unspecified)
 : -1.5	7	i	-12	-17	1	3	2	16	·

The listing continues.
SMILES	TcdB inh	VHR inh abs	Vc quorum ag	Rv3671c protease	PrPC surface inh	MazEF act	Y pestis TopoI	SSB-PriA inh	CCHF vOTU inh	3CLpro inhibitor
Cc1nc(N)sc1-c1csc(N(C)c2ccc(O)cc2)n1	0.1	8	-0.2	-5	-11	19	-12	12	-6	1
CSc1ncccc1C(=O)NC1CC(C)(C)Cc2c1cnn2-c1ccccc1C (stereo unspecified)	-1.3	6	-0.8	-7	4	3	23	-9	1	-1
COc1ccc(N(CC(=O)N2CCc3ccccc3C2)S(C)(=O)=O)cc1Cl	1.2	-4	i	-9	-6	6	8	-15	7	4
CCn1nnc2cc(C(=O)Nc3cc(OC)cc(OC)c3)ccc21	1.9	·	i	-17	-1	1	-2	-1	2	·
CCN(CC)C(=O)C1=C(C)N(Cc2ccccc2)C(=O)C(CC(=O)NCC2CCCCC2)C1 (stereo unspecified)	1.0	·	-0.4	·	-9	10	15	·	0	·
CCOC(=O)/C(C(N)=NCCCO)=C(/O)c1ccccc1	·	7	1.6	-9	7	11	5	·	16	-2
Cc1ccc(C(c2nnnn2C2CCCC2)N2CCc3ccccc32)cc1 (stereo unspecified)	·	7	-1.4	-3	8	-2	13	23	6	0
Cc1ccc(-n2c(C)cc(C(=O)CN3CCOCC3)c2C)cc1C	2.2	18	i	6	8	-3	10	-1	7	-2
Cc1[nH]nc2c1C1(CCN(C(=O)c3ccccc3)CC1)C(C#N)=C(N)O2	·	6	-0.4	9	-5	1	2	-18	-13	2
COc1ccccc1-n1c(C)cc(/C=C2/C(=N)N3C(=NC2=O)SN=C3S(C)(=O)=O)c1C	-1.0	28	-0.1	-11	-4	-5	-3	4	16	3
COc1ccc(N2C(=O)C(CC(=O)Nc3ccccc3)N(Cc3ccc(OC)c(OC)c3)C2=O)cc1 (stereo unspecified)	1.5	31	-0.5	7	-5	2	-2	-17	1	-2
COCCN1C(=O)/C(=C/c2ccc(N3CCCC3)cc2C)SC1=S	0.3	12	-0.3	-43	-9	-22	-6	-3	18	-1
COc1ccc(NC(=O)c2ccccc2NC(=O)c2ccco2)cc1	-2.9	6	-0.2	-2	0	-19	-9	-12	10	0
C=CC(=O)Nc1cccc(N(C)c2ccnc(Nc3ccc(N4CCN(C)CC4)cc3)n2)c1	·	·	i	·	·	14	-19	57*	·	·
CCc1ccccc1NC(=O)c1ccc(OCc2c(C)noc2C)cc1	1.2	·	-2.9	4	-2	16	6	-2	-9	·
CCSCc1nnc(SCC(=O)Nc2cc(F)ccc2C)n1C	0.9	11	i	-1	10	5	4	-7	-3	0
CCOc1cc(/C=N/Nc2cc(C)nc3ccc(C)cc23)ccc1O	2.0	16	i	7	-3	4	6	·	-32	1
Cc1ccc(S(=O)(=O)NNc2nnc(C)c(=O)[nH]2)cc1	-2.8	33	-0.8	-1	-2	-28	12	-17	-9	-4
CCCCn1c(SCC(=O)Nc2ccc3c(c2)OCO3)nc2c1c(=O)n(C)c(=O)n2C	·	5	-1.9	1	-1	-8	12	-3	-4	-1
Cc1cccc(OCC(=O)N2CCN(S(C)(=O)=O)CC2)c1	1.3	15	i	4	8	9	8	1	2	4
CN1C(=O)C(O)(C2COC(C)(C)CC2=O)c2ccccc21 (stereo unspecified)	·	3	-3.6	4	-1	-1	-1	1	-2	-4
CC(C)OCCCn1c(SCC(=O)N2CCc3ccccc32)nc2ccccc2c1=O	0.7	-10	i	-2	-5	-5	-1	-10	2	5
CCC1CCCCN1C(=O)COc1c(Br)cc(Br)c2cccnc12 (stereo unspecified)	2.3	9	i	14	15	6	42	-10	4	2
COc1ccc(CC(=O)N(C)Cc2ccc(OC(F)F)cc2)cc1S(=O)(=O)N1CCOCC1	1.3	·	i	·	-10	-6	3	-16	-7	·
NC(=O)COc1ccc2cc(-c3ccccc3)c(=O)oc2c1	1.8	0	i	2	-14	7	5	0	-371	0
O=C(/C=C\Nc1ccc(S(=O)(=O)Nc2ncccn2)cc1)c1ccccc1	-0.4	-4	-1.0	·	-3	3	4	-6	6	-4
CCOc1ccc(Cc2nc(C)c(CC(=O)N3CCCCC3)c(=O)[nH]2)cc1	·	21	i	2	5	3	5	-7	1	-6
Cc1ccc(C)c(NC(=O)Cc2nc(CCl)cs2)c1	·	13	-0.2	0	5	-4	-6	12	-18	-1
COc1ccc(OC)c(NC(=O)Nc2ccc3[nH]ccc3c2)c1	2.3	·	-0.6	-3	-1	5	-8	-2	-11	·
CNS(=O)(=O)c1cn(CC(=O)NCc2ccc(F)cc2)cc1S(=O)(=O)NC	0.2	-25	i	-7	5	2	-2	-6	-2	0
CC(c1ccccc1)n1c(CCCO)nc2ccccc21 (stereo unspecified)	4.3	18	2.0	·	8	6	-13	-11	2	-2
N/C(Cc1ccc(Cl)cc1Cl)=N\OC(=O)c1ccccc1F	0.1	4	-0.3	-8	-3	2	5	·	-12	2
CCCN(C(=O)COC(=O)CCOc1ccc(C)cc1)c1c(N)n(Cc2ccccc2)c(=O)[nH]c1=O	1.3	·	-0.9	5	8	-7	0	-13	-3	·
CCOC(=O)C1=C(C)Nc2nc(=S)[nH]n2C1c1ccc(Cl)cc1 (stereo unspecified)	·	25	i	·	1	11	-10	-1	5	-3
CC1OC(OC2C(CO)OC(OC3C(CO)OC(O)C(O)C3O)C(O)C2O)C(O)C(O)C1N[C@@H]1C=C(CO)[C@@H](O)C(O)[C@H]1O (stereo partly specified)	0.7	17	-0.3	4	8	2	-2	6	7	-4
COc1cc(/C=N/NC(=O)c2ccoc2C)cc(OC)c1OC	·	·	i	4	-3	8	-17	·	-15	2
O=C(c1ccc(S(=O)(=O)N2CCOCC2)cc1)N(c1cccc(Cl)c1)C1C=CS(=O)(=O)C1 (stereo unspecified)	3.3	12	-0.2	-3	-5	7	1	-14	7	-2
CSc1cccc(NC(=O)/C=C/c2ccc(Cl)cc2)c1	·	18	-0.3	-92	18	36	-11	-29	-5	4
Cc1cc(C)cc(-n2cccc2/C=C2/C(=N)N3C(=NC2=O)SN=C3S(C)(=O)=O)c1	0.0	2	i	-30	-2	-22	0	3	20	7
CCOC(=O)NC(C(Cl)(Cl)Cl)S(=O)(=O)c1ccccc1 (stereo unspecified)	1.7	17	-0.4	1	-4	0	4	-11	-15	-1
CCn1c(C)nc2cc(C(=O)NNC(=O)Nc3cccc(Cl)c3)ccc21	0.1	16	-0.2	-2	-1	-9	-2	-12	-9	-1
O=C(COC(=O)c1cccs1)NC1CCCC1	-0.7	25	-0.3	8	1	4	12	-12	-3	1
CCCCn1cc(SCC(=O)O)c2ccccc21	·	9	-17	-6	-2	-2	1	0	4	2

This is a subset; count on the stated rates, not on these rows.
